# USP1-UAF1 inh: inhibitors of human USP1/UAF1 deubiquitinase; 0.23% of 390,000 active; AID 743255; O94782; Potency, µM (highest dose often 57.1 µM), for the others: at the top dose activity change, negative = inhibition, usual class: inhibitors; recombinant USP1/UAF1, Ub-Rhodamine cleavage fluorescence; note: potency is the fitted concentration of half-maximal effect; % is set by controls: 0 for no effect and ±100 for the full control effect; nearly all actives have a fitted effect of over 60% in size; inactives centre near -12
#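 USP1/UAF1 complex at 1 nM was preincubated with compound for 15 min at room temperature, then Ub-Rho substrate (150nM final) was added. Fluorescence (480/540 nm) was read kinetically, 6 reads every 60 seconds.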
# TRHR ag: activates the human TRH receptor; activation, % at 2 µM; 0.18% of 360,000 active; P34981; TRHR cells, calcium flux fluo-8, FDSS agonist mode; in the data active = activation above about 30%; note: 0% is about no effect
#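 Agonist-mode FDSS calcium read (Ex 480/Em 530, 1 s cycles) in 1536-well TRHR cells with fluo-8 dye, after 10-cycle baseline and 23 nL compound addition; TRH at EC20 (10 nM final) added afterwards for the enhancer phase.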
# TrxR1 substrate: substrates of rat thioredoxin reductase 1. Potency, µM (titrated, usually from 114 µM), inactives show at the top dose activity change, negative = substrate turnover. 0.01% of 390,000 active. O89049. purified TrxR1 substrate turnover, NADPH consumption readout; note: potency is the fitted concentration of half-maximal effect; % is set by controls: 0 for no effect and ±100 for the full control effect; nearly all actives have a fitted effect of over 50% in size
#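 Rat TrxR1, dispensed at 90 nM, was prereduced with 400 uM NADPH (final) for 5 min at ~22 deg C, then incubated with compound 15 min before 400 uM selenite. A first-read NADPH fluorescence drop versus no-compound background flagged substrates.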
# TRHR enhancer: allosteric enhancers of human TRH receptor; enhancement, % at 2 µM; 0.66% of 360,000 active; P34981; TRHR cells, fluo-8 calcium fluorescence, EC20 TRH enhancement; in the data active = enhancement above about 30%; note: 0% is about no effect
#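 Enhancer read-out: after compound pinning and an initial kinetic agonist-mode read, an EC20 of TRH (10 nM final) was injected and fluo-8 calcium signal (Ex 480/Em 530) followed at 1 s/cycle for 100 cycles in TRHR-expressing cells.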
# D2 ag: D2 dopamine receptor (human) agonism; P14416; HEK293 T-REx D2 cells, calcium flux agonist mode; activation, % at 2 µM; 0.53% of 340,000 active;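 active = activation over 3 SD above normal in the single-dose calcium agonist read, cut at about 30% in these data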; note: 0% is about no effect
# Target sequence (P14416 whole entry, looked up): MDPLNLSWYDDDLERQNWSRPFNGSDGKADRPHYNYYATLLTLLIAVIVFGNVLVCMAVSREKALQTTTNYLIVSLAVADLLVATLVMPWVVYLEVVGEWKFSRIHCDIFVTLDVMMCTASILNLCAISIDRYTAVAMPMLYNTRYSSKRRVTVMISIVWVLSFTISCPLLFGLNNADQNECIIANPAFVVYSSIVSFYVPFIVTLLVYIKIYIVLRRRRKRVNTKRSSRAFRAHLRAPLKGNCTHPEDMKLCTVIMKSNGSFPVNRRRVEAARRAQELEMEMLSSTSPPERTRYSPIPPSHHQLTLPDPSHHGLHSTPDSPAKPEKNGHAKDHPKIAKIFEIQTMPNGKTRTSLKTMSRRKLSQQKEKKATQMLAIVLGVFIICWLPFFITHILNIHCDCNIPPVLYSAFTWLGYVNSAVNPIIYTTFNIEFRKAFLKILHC
#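 Agonism is scored from calcium flux in a force-coupled, inducible HEK293 cell line expressing D2, read kinetically for 180 s after compound addition against dopamine controls.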
# D2 antag: antagonists of human D2 dopamine receptor; HEK293 TREx D2 cells, calcium flux, dopamine EC80; AID 485344; 2% of 340,000 active; inhibition, % at 10 µM; in the data active = inhibition above about 30%; note: 0% is about no effect
#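 Antagonism is scored as inhibition of an EC80 dopamine-evoked calcium signal in a force-coupled, tetracycline-inducible HEK293 T-REx D2 line, with compound present 180 s before agonist.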
# Pin1 inhibitor: human Pin1 inhibition. Pin1 FP peptide displacement, HiFluor488, 10 min. 0.009% of 390,000 active. AID 504891. Potency, µM (series often up to 115 µM), for the others: at the highest dose activity, negative = inhibition, most hits filed as inhibitors; active = well fitted inhibition curve with a large enough effect in the polarisation, with a control signal flat, not every such curve was filed as active; inconclusive = small, poorly fitted or top-dose-only effect, or effect the other way, or a change in a side signal; inactive = no such curve, though single readings can be large or run the other way; the % refers to the polarisation; note: potency is the fitted concentration of half-maximal effect; % is set by controls: 0 for no effect and ±100 for the full control effect
# Target sequence (Q13526 whole entry, looked up): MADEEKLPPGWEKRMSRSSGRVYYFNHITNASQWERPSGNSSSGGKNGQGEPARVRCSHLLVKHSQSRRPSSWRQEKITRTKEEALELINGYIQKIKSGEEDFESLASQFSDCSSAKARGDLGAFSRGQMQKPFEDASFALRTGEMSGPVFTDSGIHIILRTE
# IDH1 R132H inh: blocks human mutant IDH1 R132H enzyme; Potency, µM (series often up to 76.6 µM), without a hit: at the highest dose activity change, negative = inhibition, actives largely listed as inhibitors; O75874; IDH1-R132H enzyme, NADPH consumption, diaphorase/resazurin fluorescence; 0.093% of 390,000 active; note: potency is the fitted concentration of half-maximal effect; % is set by controls: 0 for no effect and ±100 for the full control effect; nearly all actives have a fitted effect of over 65% in size
# Target sequence (O75874 whole entry R132H, stated change not applied): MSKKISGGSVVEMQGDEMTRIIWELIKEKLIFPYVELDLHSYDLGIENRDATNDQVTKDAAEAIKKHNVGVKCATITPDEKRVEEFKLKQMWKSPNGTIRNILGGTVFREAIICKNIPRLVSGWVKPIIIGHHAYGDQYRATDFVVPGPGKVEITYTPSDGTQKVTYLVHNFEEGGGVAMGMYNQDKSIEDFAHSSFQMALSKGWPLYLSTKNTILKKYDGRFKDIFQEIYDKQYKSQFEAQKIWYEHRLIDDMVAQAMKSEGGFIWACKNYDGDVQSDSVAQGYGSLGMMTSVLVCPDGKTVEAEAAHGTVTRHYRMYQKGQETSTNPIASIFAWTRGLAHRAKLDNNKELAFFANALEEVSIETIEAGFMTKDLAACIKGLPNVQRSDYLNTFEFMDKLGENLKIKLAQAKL
#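 IDH1-R132H (0.5 ug/mL dispensed) in pH 7.5 Tris buffer was preincubated 30 min with compound, then given a substrate mix of 0.016 mM NADPH and 2 mM alpha-KG for 80 min at room temperature; remaining NADPH was read by diaphorase/resazurin fluorescence.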
# TrxR1 inh: rat TrxR1 inhibition; O89049; recombinant rTrxR1, NADPH fluorescence consumption, selenite substrate; Potency, µM (doses to about 114 µM), for inactives: at the top dose activity change, negative = inhibition, actives largely listed as inhibitors; 1% of 390,000 active; note: potency is the fitted concentration of half-maximal effect; % is set by controls: 0 for no effect and ±100 for the full control effect; nearly all actives have a fitted effect of over 65% in size
#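 Rat TrxR1 (90 nM in the dispensed reagent) was pre-reduced with 400 uM NADPH for 5 min at room temperature, then incubated with compound for 15 min. After 400 uM selenite was added, NADPH fluorescence (Ex 340/Em 450 nm) was followed for 8 min.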
# Active calls of the source: *; ? = inconclusive; . = not tested or not shown; [ ] = dose if it differs, or a comment. Unless noted, calls come from the whole dose curve; as a rule, active = well fitted inhibition curve with a large enough effect; inconclusive = small, poorly fitted or top-dose-only effect; inactive = no such curve, though single readings can be large or run the other way.
# Screens in order – USP1-UAF1 inh	TRHR ag	TrxR1 substrate	TRHR enhancer	D2 ag	D2 antag	Pin1 inhibitor	IDH1 R132H inh	TrxR1 inh
Cc1ccc(CSc2nccc(-c3c(C)nc4ccccn34)n2)cc1
    -14.3%	-0.9	88.2%[activator]	3.5	1.1	-21.7	8.5%	10.5%	107.3%[activator]
CC(C)c1ccc(NC(=O)C2CCCN(S(=O)(=O)c3ccc(Br)s3)C2)cc1 (configuration not stated)
    -20.3%	0.9	-5.3%	-0.1	-1.2	.	8.8%	-2.7%	14.4%
Cc1ccccc1NS(=O)(=O)c1ccc(C(=O)NCCCN2CCOCC2)cc1
    -3.3%	0.1	4.4%	4.3	1.0	-14.2	-15.2%	6.9%	25.0%
COCCNc1nc2nonc2nc1N1CCCC1c1nccs1 (configuration not stated)
    -19.9%	-0.2	1.2%[57.1 µM]	-3.8	-1.3	8.3	?	-7.6%	-6.3%[57.1 µM]
CCc1nnc(NC(=O)CCS(=O)(=O)c2ccccc2)s1
    -7.9%	1.3	3.5%	-1.4	-0.7	-12.3	-16.0%	1.5%	?
Clc1ccccc1-c1nn2c(-c3ccccn3)nnc2s1
    -15.8%	-2.5	-5.9%	-2.0	-0.1	-21.0	2.1%	-0.3%	-12.7%
O=C(Nc1ccccc1-c1nnn(CC(=O)N2CCCc3ccccc32)n1)c1ccco1
    -10.3%	0.3	11.6%[57.1 µM]	-10.5	0.6	-13.2	46.8%[activator]	-2.3%	28.3%[57.1 µM]
CCc1ccc(C2C3=C(CCCC3=O)OC3=C2C(=O)CCC3)cc1
    -6.1%	0.2	2.9%	-1.6	1.4	-0.6	-1.0%	-0.4%	22.0%
Cc1ccc(C)c(NS(=O)(=O)c2cc(C(=O)N3CCc4ccccc4C3)ccc2Cl)c1
    -22.3%	1.8	8.2%	-1.8	.	.	9.2%	12.2%	28.6%
Cc1ccc2oc(C(=O)Nc3ccc(S(=O)(=O)N(C)c4ccccc4)cc3)cc(=O)c2c1
    ?	0.9	0.1%	-4.9	0.3	.	1.9%	-0.8%	16.6%
O=c1cc(-c2ccccc2)cc(-c2ccccc2)n1O
    -12.5%	-0.6	4.3%[57.1 µM]	2.6	0.4	5.4	?	1.6%	16.7%
Cn1c(=O)c2c(nc(Oc3ccc4c(c3)OCO4)n2Cc2ccc(Br)cc2)n(C)c1=O
    -9.7%	0.5	-3.1%	-0.9	-0.1	4.6	-11.7%	5.5%	6.0%
O=C(c1ccco1)N1CCC(n2nnc3ccccc32)CC1
    -17.4%	-0.2	1.8%	1.5	0.2	-10.8	-5.3%	10.7%	3.2%
O=c1[nH]c(CN2CCN(S(=O)(=O)/C=C/c3ccccc3)CC2)nc2cc(Cl)ccc12
    -3.8%	-0.1	1.5%	-8.7	0.6	4.2	26.7%	1.9%	7.1%
CCNc1nc(NCc2ccccc2)nc(SCC(N)=O)n1
    -7.2%	0.1	-0.7%	3.7	0.2	-2.4	-5.7%	0.0%	14.7%
C[C@H](CO)N1C[C@H](C)[C@@H](CN(C)S(C)(=O)=O)Oc2ccc(NC(=O)C3CCCCC3)cc2C1=O
    0.8%	.	5.1%[57.1 µM]	.	.	.	9.5%	16.8%	-5.7%[57.1 µM]
CCN1C(=O)Nc2cccc3cccc1c23
    -13.0%	.	-0.6%	.	.	.	2.5%	4.2%	1.6%
CCCCC(C(=O)NC(=O)NCc1ccccc1)N1C(=O)c2ccccc2C1=O (configuration not stated)
    -0.4%	1.1	0.7%	-3.9	1.5	24.9	?	-0.2%	8.4%
CCc1sc(NC(=O)CN2CCOCC2)nc1-c1ccccc1
    -6.8%	-0.7	3.6%	6.1	-1.8	12.2	-3.4%	-0.6%	13.9%
CN1C(=O)/C(=C/c2ccc(OCc3ccccc3F)cc2)N(C)C1=S
    -7.8%	6.1	-7.7%	-3.3	.	.	1.6%	-0.4%	4.3%
CCOC(=O)C1=C(O)C(=O)N(c2ccc(S(N)(=O)=O)cc2)C1c1ccc(OC)cc1 (configuration not stated)
    -16.5%	-0.4	11.8%	-6.9	0.1	-2.9	-2.7%	3.7%	-5.1%
COc1ccc(-c2nc(SCC(=O)NCc3ccco3)c(-c3ccccc3)[nH]2)cc1OC
    -13.4%	-0.6	2.7%	-6.6	1.1	-22.1	0.1%	3.5%	3.2%
Cc1cc(C)cc(NC(=O)CSc2nnc(CNC(=O)c3ccco3)o2)c1
    -0.3%	2.4	-2.3%	-0.2	0.3	-1.2	-3.1%	-3.1%	14.9%
CN(C)C(CNC(=S)Nc1ccccc1)c1cccnc1 (configuration not stated)
    -2.5%	0.7	9.4%[57.1 µM]	8.7	0.9	-1.8	0.5%	-1.9%	15.3%[57.1 µM]
CCOc1ccc(NC(=O)NCCN2C(C)CCCC2C)cc1 (configuration not stated)
    -3.5%	0.0	4.0%	1.2	0.4	-6.6	4.2%	-1.7%	10.5%
O=C(CNC(=O)c1ccco1)Nc1ccc(S(=O)(=O)N2CCCC2)cc1
    -15.0%	-0.2	0.2%	-1.5	-0.3	-5.0	1.0%	-1.9%	-6.0%
Nc1cc(Cl)ccc1N1CCCCCC1
    -8.8%	-0.3	-16.6%[57.1 µM]	1.1	-8.0	0.1	0.7%	0.7%	?
C[N+]1(CC(O)COc2ccccc2)CCN(C(=O)c2ccc([N+](=O)[O-])cc2)CC1 (configuration not stated)
    -1.6%	0.3	-14.4%	0.2	1.1	0.0	4.6%	-3.9%	?
O=C1Nc2c(Br)cc(Br)cc2C1(O)N1CCOCC1 (configuration not stated)
    -14.1%	0.0	-8.9%	-3.6	-0.6	-12.3	-0.3%	5.2%	-14.1%
O=[N+]([O-])c1c(Nc2ccccc2)ccc2nonc12
    -2.9%	-0.4	-5.5%[57.1 µM]	-1.7	-0.2	0.7	?	12.1%	0.0%[57.1 µM]

# Going on with the list:
structure	USP1-UAF1 inh	TRHR ag	TrxR1 substrate	TRHR enhancer	D2 ag	D2 antag	Pin1 inhibitor	IDH1 R132H inh	TrxR1 inh
COc1ccccc1C=NN=C1c2ccccc2-c2ccccc21	-6.0%	.	4.0%[57.1 µM]	.	.	.	-1.0%	-2.5%	11.1%[57.1 µM]
C=CCc1cc(C=O)cc(OC)c1OCc1c(Cl)cccc1Cl	-22.1%	0.3	6.6%	25.4	0.6	0.1	3.0%	12.6%	19.4%
O=C(CCc1c[nH]c2ccccc12)NC1CC1	-14.1%	0.1	-1.2%	1.3	-0.1	22.0	3.7%	3.6%	8.3%
COC(=O)c1cc(S(=O)(=O)N2CCOCC2)c(Cl)cc1N1CCOCC1	-8.0%	-0.3	-12.8%	-6.3	-0.3	9.3	-3.2%	10.7%	-19.3%
Cc1ccc(OCc2nnc(SCc3cc(=O)[nH]c4ccccc34)o2)cc1	-14.4%	-1.2	-0.2%	-0.8	1.0	4.6	-7.7%	5.8%	8.2%
Cc1ccc(/C=N/n2c(=O)c(C(C)(C)C)nn3cnnc23)cc1	6.3%	-0.5	2.0%	16.7	-1.9	0.0	9.2%	2.2%	17.0%
CC(C)C(NC(=O)C1CCC(C(C)(C)C)CC1)C(=O)NCCCN1CCCCC1 (configuration not stated)	-20.6%	0.0	2.9%	11.5	-0.1	7.5	-3.3%	0.0%	9.1%
CCc1ccc(NC(=O)Cn2c3[n+](c4c(F)c(F)ccc42)CCCCC3)cc1	-15.0%	0.8	-9.5%	2.2	.	.	-6.8%	9.0%	-24.6%
COc1ccc(-c2nc(CS(=O)CC(=O)NCCc3ccccc3)c(C)o2)cc1OC (configuration not stated)	-20.0%	-0.1	19.5%	2.9	-0.6	.	0.4%	17.9%	21.2%
Cc1ccc2c(c1)nc(-n1nc(C)cc1C)c1nnnn12	-18.0%	-0.8	-0.8%	1.7	0.3	2.0	0.5%	10.9%	11.0%
c1coc(-c2nc3ccccc3s2)c1	-0.1%	.	4.4%	.	.	.	-1.6%	11.0%	-19.4%
Oc1cccc(Nc2ncnc3ccccc23)c1	-1.5%	0.2	7.3%	-2.8	0.5	51.0*	0.5%	0.5%	20.5%
O=c1[nH]cnc2c1ncn2Cc1ccc([N+](=O)[O-])cc1	4.2%	-0.7	-1.9%[57.1 µM]	7.6	1.0	-4.3	-1.9%	8.8%	-1.3%[57.1 µM]
Cc1cccc(NC(=O)COC(=O)c2ccccc2SCC(=O)N2CCCC2)c1	-16.9%	-0.6	-16.1%	-5.4	8.2	0.9	1.8%	-1.5%	-12.5%
CCc1ccccc1NC(=O)CSCc1cnn(-c2ccccc2)c1-n1cccc1	-10.4%	-0.1	9.3%	-1.5	-1.4	.	?	-16.6%	29.0%

# Results in D2 antag and TRHR ag (four entries from above):
structure | D2 antag | TRHR ag
Cc1ccc(/C=N/n2c(=O)c(C(C)(C)C)nn3cnnc23)cc1 | 0.0 | -0.5
CC(C)C(NC(=O)C1CCC(C(C)(C)C)CC1)C(=O)NCCCN1CCCCC1 (configuration not stated) | 7.5 | 0.0
CCc1ccc(NC(=O)Cn2c3[n+](c4c(F)c(F)ccc42)CCCCC3)cc1 | . | 0.8
COc1ccc(-c2nc(CS(=O)CC(=O)NCCc3ccccc3)c(C)o2)cc1OC (configuration not stated) | . | -0.1

# The list is partial; rates above refer to the full screens.
